Screening data deposited in PubChem BioAssay by NCI.
All columns: NCI-60 one-dose screen, growth in % after 48 h at 10 µM unless noted; 100 = growth as untreated, 0 = no growth, -100 = all killed.
EKVX: EKVX NSCLC. 71,000 compounds, 3% hits. AID 1794765
UACC-257: UACC-257 melanoma. 78,000 compounds, 4.4% hits. AID 1794764
MALME-3M: MALME-3M melanoma | 78,000 compounds, 5.8% hits
SK-MEL-2: SK-MEL-2 melanoma; 77,000 compounds, 4.7% hits
SK-MEL-5: SK-MEL-5 melanoma; AID 1794755; 80,000 compounds, 6.4% hits
A549/ATCC: A549/ATCC NSCLC | 81,000 compounds, 3.7% hits | AID 1794740
UACC-62: UACC-62 melanoma | 81,000 compounds, 5.4% hits | AID 1794756
M14: M14 melanoma; AID 1794745; 80,000 compounds, 6.2% hits
Starred values were filed as active, the others as inactive. Rule for the calls: active = growth percent below 10; inactive = the rest.

How did NC(=O)c1cn[nH]c1N do in these assays?
EKVX: 89.9; UACC-257: 111.7; MALME-3M: 83.0; SK-MEL-2: 131.6; SK-MEL-5: 111.5; A549/ATCC: 120.3; M14: 99.9

Results for O=C(NC(=S)NNC(=S)NNc1ccccc1)c1ccccc1 ?
MALME-3M: 25.5; SK-MEL-2: 24.2; SK-MEL-5: 25.4; UACC-62: 25.2; M14: 71.7

How did CCN1CCN(C(C(=O)NC(C)(C)C)c2ccc(Cl)cc2)C(=O)c2ccccc2C1=O (stereo unspecified) do in these assays?
EKVX: 101.7; UACC-257: 84.4; MALME-3M: 100.1; SK-MEL-2: 99.9; SK-MEL-5: 96.9; A549/ATCC: 78.2; UACC-62: 89.2; M14: 105.3

How did CC(C)C[C@H](N)C(=O)N[S@](=O)c1cccc(Cl)c1 do in these assays?
EKVX: 106.0; UACC-257: 96.6; MALME-3M: 106.4; SK-MEL-2: 107.0; SK-MEL-5: 103.4; A549/ATCC: 100.6; UACC-62: 104.9; M14: 103.2

How did CC[n+]1ccc2c(c1)C(=O)c1nccc3c1c-2nc1ccccc13 do in these assays?
EKVX: 11.2; UACC-257: -8.0*; MALME-3M: -85.5*; SK-MEL-2: -34.0*; SK-MEL-5: -28.3*; A549/ATCC: -4.3*; UACC-62: -57.7*; M14: -16.3*

How did COC(=O)C1=C(O)CON(c2ccccc2)C1c1ccccc1 (stereo unspecified) do in these assays?
EKVX: 100.6; UACC-257: 97.0; MALME-3M: 105.1; SK-MEL-2: 114.9; SK-MEL-5: 101.2; A549/ATCC: 100.0; UACC-62: 95.5; M14: 96.9

Results for O=C1NC(=O)/C(=C\c2ccc(OCC(=O)N3C(=O)c4ccccc4S3(=O)=O)cc2)S1 ?
EKVX: 93.5; UACC-257: 109.2; MALME-3M: 101.5; SK-MEL-2: 102.2; SK-MEL-5: 96.7; A549/ATCC: 105.5; UACC-62: 89.4; M14: 87.2

What do the screens show for `CSc1nc(-c2ccc(F)cc2)c(C#N)c(N2CCOCC2)n1`?
EKVX: 88.6; UACC-257: 91.9; MALME-3M: 116.0; SK-MEL-2: 101.4; SK-MEL-5: 94.8; A549/ATCC: 88.6; UACC-62: 78.9; M14: 107.1

How did CN1C(=O)C2=C(Nc3ccccc3N(C(=O)C3CCC3)C2c2ccco2)C1(C)C (stereo unspecified) do in these assays?
EKVX: 101.7; UACC-257: 92.8; MALME-3M: 102.1; SK-MEL-2: 94.6; SK-MEL-5: 103.8; A549/ATCC: 83.1; UACC-62: 93.9; M14: 98.0

Results for Clc1ccc(-c2nc(-c3cc4cc(Cl)ccc4o3)cs2)cc1 ?
EKVX: 92.3; UACC-257: 130.3; MALME-3M: 103.5; SK-MEL-2: 95.3; SK-MEL-5: 102.3; A549/ATCC: 35.0; UACC-62: 87.3; M14: 98.1

Results for CCCCCCCCCCCCCCn1cc(C=C2C(=O)NC(=S)NC2=O)c2cc(Br)ccc21 ?
EKVX: 100.4; UACC-257: 97.1; MALME-3M: 101.7; SK-MEL-2: 104.0; SK-MEL-5: 100.6; A549/ATCC: 98.1; UACC-62: 100.0; M14: 105.7

How did Cc1ccc(NCCN(C)CC(C)O)c2c(=O)c3ccc(Cl)cc3sc12 (stereo unspecified) do in these assays?
EKVX: 78.5; UACC-257: 24.7; MALME-3M: -24.2*; SK-MEL-2: 66.8; SK-MEL-5: 46.9; A549/ATCC: 39.6; UACC-62: -68.7*; M14: -74.7*

How did O=C(CN1CCN(c2cc3c(cc2F)c(=O)c(C(=O)N/N=C/c2ccccc2)cn3C2CC2)CC1)N/N=C\c1ccccc1 do in these assays?
EKVX: 66.6; UACC-257: 99.0; MALME-3M: 120.1; SK-MEL-2: 86.1; SK-MEL-5: 83.0; A549/ATCC: 69.9; UACC-62: 71.4; M14: 74.1

What do the screens show for `O=c1[nH]nc2c3[nH]cnc3ncn2c1=O`?
UACC-257: 105.9; MALME-3M: 117.6; SK-MEL-2: 99.7; SK-MEL-5: 101.0; A549/ATCC: 103.4; UACC-62: 102.1; M14: 105.5

What do the screens show for `CCOC(=O)Cc1ccc(Cl)cc1`?
UACC-257: 103.7; MALME-3M: 104.6; SK-MEL-5: 98.4; A549/ATCC: 106.2; UACC-62: 100.5; M14: 108.5

What do the screens show for `CCCCCCCCCCCCCCCCCCOc1ccc(CC(=O)NCC[N+]2(C)CCOCC2)cc1`?
EKVX: 101.9; UACC-257: 93.9; MALME-3M: 91.7; SK-MEL-2: 106.8; SK-MEL-5: 107.3; A549/ATCC: 79.1; UACC-62: 73.8; M14: 99.9

How did CCCCCCCCn1ccc2cc(NC(=O)CN3CCN(c4nc(C)cc(N5CCC(C)CC5)n4)CC3)ccc21 do in these assays?
EKVX: 85.7; UACC-257: 93.9; MALME-3M: 93.1; SK-MEL-2: 91.5; SK-MEL-5: 102.7; A549/ATCC: 75.2; UACC-62: 81.9; M14: 86.0

Results for CCCCCCCCCCCC(=O)c1ccccc1 ?
EKVX: 102.1; UACC-257: 111.1; MALME-3M: 120.3; SK-MEL-2: 96.7; SK-MEL-5: 111.6; A549/ATCC: 105.3; UACC-62: 91.5

Results for CNC(=O)c1cc(-c2ccc(NC(=O)Nc3ccc(N4CCOCC4)c(C(F)(F)F)c3)cc2)nc2cccnc12 ?
EKVX: 76.6; UACC-257: 89.2; MALME-3M: 60.7; SK-MEL-2: 67.8; SK-MEL-5: 67.2; A549/ATCC: 51.6; UACC-62: 64.3; M14: 77.2

How did C[C@H]1[C@H](C)CC[C@]2(C(=O)O)CC[C@]3(C)C(=CC[C@@H]4[C@@]5(C)C[C@@H](Cc6cn([C@@H]7O[C@H](CO)[C@@H](O)[C@H](O)[C@H]7O)nn6)[C@H](O)C(C)(C)[C@@H]5CC[C@]43C)[C@H]12 do in these assays?
EKVX: 96.8; UACC-257: 90.2; MALME-3M: 108.3; SK-MEL-2: 99.9; SK-MEL-5: 94.2; A549/ATCC: 89.0; UACC-62: 98.4; M14: 93.9

How did O=C(O)c1cccc(Nc2ccc3nnc(-c4ccncc4)n3n2)c1 do in these assays?
UACC-257: 106.6; MALME-3M: 108.3; SK-MEL-2: 98.5; SK-MEL-5: 105.4; A549/ATCC: 101.3; UACC-62: 108.7; M14: 100.3

How did COC(=O)c1cc(C(=O)CBr)n2c1ccc1c3ccccc3ccc12 do in these assays?
EKVX: 60.1; UACC-257: 82.6; MALME-3M: 51.2; SK-MEL-2: 113.1; SK-MEL-5: 53.4; A549/ATCC: 31.3; UACC-62: 51.2; M14: 69.5

What do the screens show for `O=C(O)c1ccc[nH]1`?
EKVX: 89.5; UACC-257: 93.7; MALME-3M: 95.8; SK-MEL-2: 161.9; SK-MEL-5: 98.6; A549/ATCC: 88.8; UACC-62: 102.9; M14: 104.6

Results for Cc1ccc(/C=N/n2c(CN3CCOCC3)nc3ccccc3c2=O)cc1 ?
EKVX: 102.0; UACC-257: 111.2; MALME-3M: 98.0; SK-MEL-2: 108.8; SK-MEL-5: 97.7; A549/ATCC: 105.8; UACC-62: 95.3; M14: 98.1

How did C=C(C)[C@@H]1CC[C@]2(C)[C@H](CC=C3[C@@H]4C[C@@](C)(CO)CC[C@]4(C)CC[C@]32C)[C@@]1(C)CCCN do in these assays?
EKVX: 103.0; UACC-257: 105.7; MALME-3M: 103.7; SK-MEL-2: 113.5; SK-MEL-5: 95.6; A549/ATCC: 99.3; UACC-62: 103.8; M14: 96.2

Results for O=C(CCCCC(=O)N/N=C\c1ccccc1Cl)N/N=C\c1ccccc1Cl ?
UACC-257: 58.3; MALME-3M: 63.4; SK-MEL-2: 86.5; SK-MEL-5: 40.1; A549/ATCC: 46.2; UACC-62: 44.3; M14: 51.0

How did NNC(=O)C1CCCCN1 (stereo unspecified) do in these assays?
UACC-257: 97.6; MALME-3M: 102.8; SK-MEL-2: 108.2; SK-MEL-5: 99.2; A549/ATCC: 106.3; UACC-62: 109.0; M14: 105.4

What do the screens show for `N#CC1=C(N)n2nc(-c3ccncc3)nc2NC1c1cccc2ccccc12` (stereo unspecified)?
EKVX: 71.7; MALME-3M: 82.0; SK-MEL-2: 96.3; SK-MEL-5: 88.6; A549/ATCC: 92.4; UACC-62: 72.4; M14: 90.1

How did COc1cc2oc(-c3ccc(NC(=O)c4ccc(Br)cc4)cc3)cc(=O)c2c(OC)c1OC do in these assays?
EKVX: 103.6; UACC-257: 106.4; MALME-3M: 105.0; SK-MEL-2: 90.9; SK-MEL-5: 100.7; A549/ATCC: 103.0; UACC-62: 103.8; M14: 106.0

What do the screens show for `Cc1cccc(NC(=O)[C@@H]2c3ccccc3C(=O)N(c3ccc(F)cc3)[C@H]2c2ccc(F)cc2)n1`?
EKVX: 68.0; MALME-3M: 88.4; SK-MEL-2: 80.4; SK-MEL-5: 73.5; A549/ATCC: 43.9; UACC-62: 75.1; M14: 74.2

How did O=c1oc2ccccc2cc1-c1csc(N=Nc2c(O)n(Cc3ccccc3)c3ccc(Br)cc23)n1 do in these assays?
EKVX: 106.3; UACC-257: 100.8; MALME-3M: 104.6; SK-MEL-2: 119.3; SK-MEL-5: 101.0; A549/ATCC: 111.5; UACC-62: 99.3; M14: 103.4

How did CCCc1cc(=O)[nH]c(-n2nc(C)cc2C)n1 do in these assays?
UACC-257: 74.7; MALME-3M: 66.0; SK-MEL-2: 54.1; SK-MEL-5: 51.7; A549/ATCC: 33.5; UACC-62: 34.2; M14: 33.7

Results for O=[N+]([O-])c1ccc(-c2cn(-c3ccccc3)c(-c3ccccc3)n2)cc1 ?
EKVX: 88.7; UACC-257: -2.3*; MALME-3M: 140.8; SK-MEL-2: 74.8; SK-MEL-5: 127.9; A549/ATCC: 55.6; UACC-62: 83.1

Results for CCCCCCN1CSC(=S)N(CCCCCC)C1 ?
EKVX: 91.7; UACC-257: 104.2; MALME-3M: 95.2; SK-MEL-2: 123.7; SK-MEL-5: 94.5; A549/ATCC: 100.8; UACC-62: 95.3; M14: 96.5

Results for CCCCC(CC)COC(C)=O (stereo unspecified) ?
EKVX: 101.5; UACC-257: 104.4; MALME-3M: 96.4; SK-MEL-2: 106.5; SK-MEL-5: 104.7; A549/ATCC: 105.3; UACC-62: 102.7; M14: 101.6

What do the screens show for `O=C(C1=C(O)C(=O)N(c2nncs2)C1c1cccc(Br)c1)c1cccs1` (stereo unspecified)?
EKVX: 92.3; UACC-257: 94.9; MALME-3M: 90.4; SK-MEL-2: 111.9; SK-MEL-5: 105.3; A549/ATCC: 87.4; UACC-62: 93.0; M14: 94.4

How did CSc1nc(-c2ccco2)c2c(N)[nH]nc2n1 do in these assays?
EKVX: 81.2; UACC-257: 129.4; MALME-3M: 119.2; SK-MEL-2: 99.3; SK-MEL-5: 100.4; A549/ATCC: 100.1; UACC-62: 92.2; M14: 119.9

What do the screens show for `COc1cc(C2CC(=O)Nc3c2c(C)nn3-c2nc3ccccc3[nH]2)c(OC)c(OC)c1OC` (stereo unspecified)?
EKVX: 86.4; UACC-257: 60.6; MALME-3M: 55.1; SK-MEL-2: 50.0; SK-MEL-5: 46.7; A549/ATCC: 43.2; UACC-62: 40.7; M14: 17.0

What do the screens show for `COc1ccccc1NC(=O)/C=N/O`?
EKVX: 97.9; UACC-257: 98.8; MALME-3M: 101.5; SK-MEL-2: 86.0; SK-MEL-5: 100.5; A549/ATCC: 99.8; UACC-62: 98.1; M14: 92.1

Results for O=C(O)c1ccc(NCn2c(=S)sc3ccccc32)cc1 ?
EKVX: 117.9; UACC-257: 104.2; MALME-3M: 98.8; SK-MEL-2: 96.7; SK-MEL-5: 98.2; A549/ATCC: 98.9; UACC-62: 97.7; M14: 76.8

What do the screens show for `O=C(Nc1ccccc1C(=O)N/N=C\c1ccc2c(c1)OCO2)c1ccccc1`?
EKVX: 102.7; UACC-257: 106.1; MALME-3M: 113.2; SK-MEL-2: 101.9; SK-MEL-5: 100.1; A549/ATCC: 103.5; UACC-62: 97.4; M14: 101.9

What do the screens show for `COc1ccc(/C=N/NC(=O)c2c(Nc3ccccc3)nn(C)c2N)cc1OCc1ccccc1`?
EKVX: 84.0; UACC-257: 97.9; MALME-3M: 90.6; SK-MEL-2: 81.8; SK-MEL-5: 95.9; A549/ATCC: 91.2; UACC-62: 76.3; M14: 87.3

Three structures from above, arranged by heavy-atom count, rising:
What do the screens show for `CCOC(=O)Cc1ccc(Cl)cc1`?
UACC-257: 103.7; MALME-3M: 104.6; SK-MEL-5: 98.4; A549/ATCC: 106.2; UACC-62: 100.5; M14: 108.5

How did CC[n+]1ccc2c(c1)C(=O)c1nccc3c1c-2nc1ccccc13 do in these assays?
EKVX: 11.2; UACC-257: -8.0*; MALME-3M: -85.5*; SK-MEL-2: -34.0*; SK-MEL-5: -28.3*; A549/ATCC: -4.3*; UACC-62: -57.7*; M14: -16.3*

How did C=C(C)[C@@H]1CC[C@]2(C)[C@H](CC=C3[C@@H]4C[C@@](C)(CO)CC[C@]4(C)CC[C@]32C)[C@@]1(C)CCCN do in these assays?
EKVX: 103.0; UACC-257: 105.7; MALME-3M: 103.7; SK-MEL-2: 113.5; SK-MEL-5: 95.6; A549/ATCC: 99.3; UACC-62: 103.8; M14: 96.2

For convenience, some entries already given.
Results for O=C(O)c1ccc(NCn2c(=S)sc3ccccc32)cc1 ?
EKVX: 117.9; UACC-257: 104.2; MALME-3M: 98.8; SK-MEL-2: 96.7; SK-MEL-5: 98.2; A549/ATCC: 98.9; UACC-62: 97.7; M14: 76.8

What do the screens show for `O=C(Nc1ccccc1C(=O)N/N=C\c1ccc2c(c1)OCO2)c1ccccc1`?
EKVX: 102.7; UACC-257: 106.1; MALME-3M: 113.2; SK-MEL-2: 101.9; SK-MEL-5: 100.1; A549/ATCC: 103.5; UACC-62: 97.4; M14: 101.9

What do the screens show for `COc1ccc(/C=N/NC(=O)c2c(Nc3ccccc3)nn(C)c2N)cc1OCc1ccccc1`?
EKVX: 84.0; UACC-257: 97.9; MALME-3M: 90.6; SK-MEL-2: 81.8; SK-MEL-5: 95.9; A549/ATCC: 91.2; UACC-62: 76.3; M14: 87.3
